Screens from PubChem.
EBV LMP1 NFkB: reduces LMP1-driven NF-kappaB luciferase signal; LMP1-induced NF-kappaB luciferase reporter cells, luminescence; 350,000 tested, 0.69% active; inhibition, % at 12.5 µM; in the data active = inhibition above about 41%;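 also: 0% = neutral control wells and 100% = reference inhibitor control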
CF NFkB inh: inhibitors of cystic fibrosis induced NF-kB. KKLEB NF-kB-GFP reporter, PAF-induced, GFP fluorescence overnight. inhibition, % at 5 µM. 360,000 tested, 0.86% active. AID 588850;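 active = at least 50% inhibition at 5 µM, scaled per plate between neutral and stimulator controls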;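 also: PAF is a Pseudomonas aeruginosa culture filtrate used as stimulus; plate controls were PAF-stimulated DMSO wells for no effect and unstimulated DMSO wells for full effect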
SRC3 inh: inhibits human SRC3 coactivator | Q9Y6Q9 | HEK293 GAL4-SRC3 luciferase reporter, luminescence | inhibition, % at 3.6 µM | 360,000 tested, 0.17% active | AID 588352;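 active = inhibition above a per-campaign cutoff, the mean of all compounds plus 3 SD, cut at about 60% in these data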;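 also: 0% = DMSO-treated cells and 100% = gossypol-treated cells at 36 µM; higher means less SRC3-driven luciferase light from the GAL4 reporter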
TROY signal inh: TROY signaling inhibition; Q293 LMP1-TROYcd NF-kB luciferase reporter, 4 h; inhibition, % at 10 µM; 360,000 tested, 0.98% active;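 active = compounds whose plate-normalised and pattern-corrected inhibition of the luciferase reporter signal at the single screening dose is 50% or more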
NCOA1 inh: inhibitors of human steroid receptor coactivator 1 (SRC1). inhibition, % at 3.6 µM. 360,000 tested, 0.12% active. Q15788. HEK293 GAL4-SRC1 luciferase reporter, luminescence;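 active = inhibition above the campaign mean plus 3 SD, with each screening campaign given its own cutoff, cut at about 60% in these data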;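 also: 0% = DMSO treated cells and 100% = gossypol at 36 µM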
TWEAK Fn14 block: TWEAK-Fn14 signaling inhibition; TWEAK-stimulated Fn14 reporter cells, luciferase luminescence, 8 h; inhibition, % at 10 µM; 360,000 tested, 2% active; AID 1159606; in the data active = inhibition above about 50%
KKLEB cytotox: CF airway cell cytotoxicity counter-screen; 360,000 tested, 0.36% active; KKLEB CF airway cells viability, ATPlite luminescence, overnight; hits give low values; cells stimulated with P. aeruginosa culture filtrate; AID 602141; activity change (cytotoxicity), % at 5 µM;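 active = corrected activity change at or below -50% at 5 µM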
TRAIL sens C8: caspase-8 TRAIL sensitization | NB7+C8 cells + TRAIL, ATPlite viability luminescence | AID 624354 | 360,000 tested, 1% active | inhibition (viability loss, TRAIL sensitization), % at 10 µM;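 active = compounds causing at least 50% loss of cell viability in the single-dose screen, relative to plate controls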
NR2F2 inh: blocks human COUP-TFII nuclear receptor; 370,000 tested, 0.7% active; HEK293T NGFI-A luciferase reporter, luminescence; inhibition, % at 8.6 µM; P24468;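 active = inhibition above a per-plate cutoff, mean inhibition of test wells between control levels plus 3 SD, cut at about 38% in these data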;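 also: cells cotransfected with COUP-TFII expression vector driving the NGFI-A reporter; 0% = median of COUP-TF2 test wells and 100% = reporter-only cells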
Target sequence (P24468 whole entry, looked up): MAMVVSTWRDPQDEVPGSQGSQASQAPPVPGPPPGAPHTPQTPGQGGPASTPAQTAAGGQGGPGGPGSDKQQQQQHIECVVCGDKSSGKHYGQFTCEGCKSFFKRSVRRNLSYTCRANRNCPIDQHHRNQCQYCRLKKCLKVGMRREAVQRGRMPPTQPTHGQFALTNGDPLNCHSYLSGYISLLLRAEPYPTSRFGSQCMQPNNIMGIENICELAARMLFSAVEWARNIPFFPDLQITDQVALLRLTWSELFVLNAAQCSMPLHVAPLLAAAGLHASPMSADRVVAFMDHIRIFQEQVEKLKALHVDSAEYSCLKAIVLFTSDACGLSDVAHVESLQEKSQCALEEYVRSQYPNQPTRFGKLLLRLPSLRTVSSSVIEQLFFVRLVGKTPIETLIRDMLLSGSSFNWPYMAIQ
LRH-1 inv ag: NR5A2 inverse agonism in reporter assay. O00482. HEK293T StAR-luciferase reporter, LRH-1 transfected, 24 h. inhibition, % at 3.6 µM. 360,000 tested, 0.13% active. AID 602396;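 active = inhibition above the mean inhibition of all tested compounds plus 3 SD, cut at about 73% in these data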;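 also: 0% = DMSO wells and 100% = reporter-only cells lacking LRH-1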
Target sequence (O00482 whole entry, looked up): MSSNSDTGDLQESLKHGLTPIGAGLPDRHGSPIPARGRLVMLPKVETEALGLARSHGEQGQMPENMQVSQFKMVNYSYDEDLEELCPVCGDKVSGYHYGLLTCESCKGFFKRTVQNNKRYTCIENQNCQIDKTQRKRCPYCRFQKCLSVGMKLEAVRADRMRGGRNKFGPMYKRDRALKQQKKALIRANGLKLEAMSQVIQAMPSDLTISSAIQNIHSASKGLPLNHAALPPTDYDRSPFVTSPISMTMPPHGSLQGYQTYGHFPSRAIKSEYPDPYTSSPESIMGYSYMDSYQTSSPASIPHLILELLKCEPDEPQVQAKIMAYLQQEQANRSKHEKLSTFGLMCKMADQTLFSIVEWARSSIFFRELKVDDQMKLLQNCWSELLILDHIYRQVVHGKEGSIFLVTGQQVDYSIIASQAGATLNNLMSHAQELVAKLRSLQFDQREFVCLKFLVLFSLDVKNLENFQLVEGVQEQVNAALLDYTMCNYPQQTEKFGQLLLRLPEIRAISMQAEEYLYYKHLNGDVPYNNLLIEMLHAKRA
SRC2 inh: inhibits human steroid receptor coactivator 2. Q15596. HEK293 GAL4-SRC2 luciferase reporter, luminescence. inhibition, % at 9 µM. 370,000 tested, 0.17% active. AID 651957;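 active = inhibition above the mean inhibition of all tested compounds plus 3 SD, set per campaign, cut at about 52% in these data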;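 also: 0% = DMSO treated cells and 100% = cells given Gossypol at 36 µM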
* = called active by the depositor.

`Cc1csc2nc(O)c(C(=O)NCCCc3ccccc3)c(=O)n12` gave EBV LMP1 NFkB -1, CF NFkB inh 1, SRC3 inh -14, TROY signal inh -7, NCOA1 inh -13, TWEAK Fn14 block -8, KKLEB cytotox -13, TRAIL sens C8 18, NR2F2 inh -18, LRH-1 inv ag 9 and SRC2 inh -7.
CCC(C)NC(=O)C1CN(S(=O)(=O)c2ccccc2)CCN1S(=O)(=O)c1ccccc1 (centres undefined) was read as EBV LMP1 NFkB 3, CF NFkB inh 0, SRC3 inh 8, NCOA1 inh 6, TWEAK Fn14 block -5, KKLEB cytotox 8, TRAIL sens C8 -1, NR2F2 inh -8, LRH-1 inv ag 8 and SRC2 inh 11.
For COc1cc2c(cc1NC(=O)COC(=O)[C@@H](NC(=O)c1ccccc1)C(C)C)oc1ccccc12 the results were EBV LMP1 NFkB -7, CF NFkB inh -8, SRC3 inh -3, TROY signal inh -17, NCOA1 inh -13, TWEAK Fn14 block 32, KKLEB cytotox 5, TRAIL sens C8 -6, NR2F2 inh -15, LRH-1 inv ag -54 and SRC2 inh -2.
For O=C(Nc1cccc2ncccc12)c1ccc(OCc2ccccc2)cc1 the results were EBV LMP1 NFkB 11, CF NFkB inh 0, SRC3 inh 11, TROY signal inh 28, NCOA1 inh -5, TWEAK Fn14 block 12, KKLEB cytotox -3, TRAIL sens C8 26, NR2F2 inh 43*, LRH-1 inv ag -1 and SRC2 inh 3.
O=C(NCc1ccccc1)NC1CCS(=O)(=O)C1 (centres undefined) was read as EBV LMP1 NFkB 1, CF NFkB inh 0, SRC3 inh -5, TROY signal inh -14, NCOA1 inh -24, TWEAK Fn14 block 6, KKLEB cytotox 9, TRAIL sens C8 -4, NR2F2 inh 16, LRH-1 inv ag -9 and SRC2 inh 14.
For OC1(c2ccccc2)CNCCc2ccccc21 (centres undefined) the results were EBV LMP1 NFkB 4, CF NFkB inh -2, SRC3 inh 14, TROY signal inh 1, NCOA1 inh -6, TWEAK Fn14 block 10, KKLEB cytotox 6, TRAIL sens C8 -10, NR2F2 inh -16, LRH-1 inv ag -8 and SRC2 inh -37.
Screening O=C(NCC1CC1)C1Cc2c(-c3ccccc3Oc3ccccc3)ccnc2O1 (centres undefined) returned CF NFkB inh 4, SRC3 inh -2, TROY signal inh -1, NCOA1 inh 12, TWEAK Fn14 block -3, KKLEB cytotox 5, TRAIL sens C8 -4, NR2F2 inh -16, LRH-1 inv ag -4 and SRC2 inh -4.
CCC(=O)Nc1cccc(-c2nc3ncccc3o2)c1C was read as EBV LMP1 NFkB 5, CF NFkB inh 5, SRC3 inh 4, TROY signal inh 2, NCOA1 inh -20, TWEAK Fn14 block -2, KKLEB cytotox -8, TRAIL sens C8 15, NR2F2 inh 7, LRH-1 inv ag -28 and SRC2 inh 9.
For O=C(N/N=C/c1cn(-c2cccs2)nc1-c1ccccc1)c1ccc(O)cc1 the results were EBV LMP1 NFkB -9, CF NFkB inh -19, SRC3 inh 0, TROY signal inh -29, NCOA1 inh -2, TWEAK Fn14 block 14, KKLEB cytotox 8, TRAIL sens C8 -12, NR2F2 inh -11, LRH-1 inv ag 1 and SRC2 inh -6.
Cc1ccc(CSc2nnc(-c3ccco3)n2N)cc1 was read as EBV LMP1 NFkB -4, CF NFkB inh 11, SRC3 inh -6, TROY signal inh 23, NCOA1 inh -30, TWEAK Fn14 block -12, KKLEB cytotox -11, TRAIL sens C8 16, NR2F2 inh -6, LRH-1 inv ag 13 and SRC2 inh -14.
For CC(=O)Nc1nnc(SCC(=O)Nc2nc(C)cs2)s1 the results were EBV LMP1 NFkB 0, CF NFkB inh 3, SRC3 inh -4, TROY signal inh 10, NCOA1 inh 7, TWEAK Fn14 block 7, KKLEB cytotox 11, TRAIL sens C8 -28, NR2F2 inh -10, LRH-1 inv ag 6 and SRC2 inh -18.
For CCOC(=O)c1c(C)oc2ccc(NS(=O)(=O)c3cccs3)cc12 the results were EBV LMP1 NFkB -8, CF NFkB inh 4, SRC3 inh 2, TROY signal inh 11, NCOA1 inh 10, TWEAK Fn14 block 23, KKLEB cytotox 0, TRAIL sens C8 -3, NR2F2 inh 2, LRH-1 inv ag -8 and SRC2 inh 14.
For CCn1c(=O)n(CCc2ccccc2)c(=O)c2c3c(sc21)CCCC3 the results were EBV LMP1 NFkB -4, CF NFkB inh 1, SRC3 inh 17, TROY signal inh 22, NCOA1 inh 2, TWEAK Fn14 block 14, KKLEB cytotox 15, TRAIL sens C8 -5 and LRH-1 inv ag 9.
Screening O=C(c1cccnc1)N1CCN(S(=O)(=O)c2cccs2)CC1 returned EBV LMP1 NFkB -9, CF NFkB inh -5, SRC3 inh -22, TROY signal inh -7, NCOA1 inh -8, TWEAK Fn14 block -3, KKLEB cytotox -11, TRAIL sens C8 6, NR2F2 inh 6, LRH-1 inv ag 25 and SRC2 inh 12.
`CCOc1ccc(C(=O)NCC2CCCO2)cc1OCC` (centres undefined) gave EBV LMP1 NFkB 3, CF NFkB inh -6, SRC3 inh 14, TROY signal inh 1, NCOA1 inh -17, TWEAK Fn14 block 5, KKLEB cytotox 6, TRAIL sens C8 -6, NR2F2 inh 4, LRH-1 inv ag 5 and SRC2 inh -18.
COc1ccc(C(CC(=O)N2CCCC(C)C2)c2c(O)cc(OC)cc2OC)cc1 (centres undefined) was read as EBV LMP1 NFkB 2, CF NFkB inh -9, SRC3 inh 7, TROY signal inh -10, NCOA1 inh 0, TWEAK Fn14 block 2, KKLEB cytotox -3, TRAIL sens C8 -3, NR2F2 inh -2, LRH-1 inv ag 8 and SRC2 inh -9.
Cc1ccc(NC(=O)CN(C)C(=O)COc2cc(F)ccc2[N+](=O)[O-])cc1 was read as EBV LMP1 NFkB 11, CF NFkB inh -10, SRC3 inh 5, TROY signal inh -2, NCOA1 inh 2, TWEAK Fn14 block 4, KKLEB cytotox -28, TRAIL sens C8 -8, NR2F2 inh 9, LRH-1 inv ag 1 and SRC2 inh 9.
`CCC(=O)Nc1ccc2c(c1)C(=O)N(C1CCCCC1)C2=O` gave EBV LMP1 NFkB 2, CF NFkB inh -6, SRC3 inh -14, TROY signal inh -36, NCOA1 inh -22, TWEAK Fn14 block -27, KKLEB cytotox -13, TRAIL sens C8 -8, NR2F2 inh -3, LRH-1 inv ag -12 and SRC2 inh -17.
Screening CN1CCN(c2ccc(NC(=O)c3ccc4c(c3)OCCO4)cc2)CC1 returned EBV LMP1 NFkB 4, CF NFkB inh 8, SRC3 inh -73, TROY signal inh 32, NCOA1 inh -77, TWEAK Fn14 block 24, KKLEB cytotox -4, TRAIL sens C8 15, NR2F2 inh -39, LRH-1 inv ag -163 and SRC2 inh -129.
For CC(C)(C)NC(=O)CSc1nnc(-c2ccco2)n1Cc1ccco1 the results were EBV LMP1 NFkB -2, CF NFkB inh 14, SRC3 inh 10, TROY signal inh -12, NCOA1 inh -26, TWEAK Fn14 block 11, KKLEB cytotox 11, TRAIL sens C8 4, NR2F2 inh 19, LRH-1 inv ag -7 and SRC2 inh -2.
COc1ccccc1NC(=O)CCC(=O)Nc1nnc(C(F)(F)F)s1 was read as EBV LMP1 NFkB -1, CF NFkB inh -22, SRC3 inh 12, TROY signal inh 0, NCOA1 inh -9, TWEAK Fn14 block -13, KKLEB cytotox 4, TRAIL sens C8 6, NR2F2 inh -9, LRH-1 inv ag 9 and SRC2 inh 22.
`O=C(CCNC(=O)c1ccco1)Nc1ccc(F)c(Cl)c1` gave EBV LMP1 NFkB 5, CF NFkB inh -3, SRC3 inh 4, TROY signal inh 4, NCOA1 inh -21, TWEAK Fn14 block -4, KKLEB cytotox 10, TRAIL sens C8 10, NR2F2 inh 13, LRH-1 inv ag 6 and SRC2 inh -45.
`COc1cc(NC(=O)CSc2nnc(C)s2)cc(OC)c1` gave EBV LMP1 NFkB 6, CF NFkB inh 8, SRC3 inh -1, TROY signal inh -11, NCOA1 inh -1, TWEAK Fn14 block 15, KKLEB cytotox -23, TRAIL sens C8 -3, NR2F2 inh -11, LRH-1 inv ag 9 and SRC2 inh -11.
COc1cccc(C(=O)OCC(=O)NC(=O)NC2CCCC2)c1O was read as EBV LMP1 NFkB -8, CF NFkB inh -6, SRC3 inh 4, TROY signal inh 11, NCOA1 inh 4, TWEAK Fn14 block 7, KKLEB cytotox 0, TRAIL sens C8 -7, NR2F2 inh -9, LRH-1 inv ag -6 and SRC2 inh 14.
Screening CC1=CCC2C(=O)N(c3cc(C)on3)C(=O)C2C1 (centres undefined) returned EBV LMP1 NFkB 4, CF NFkB inh 4, SRC3 inh 4, TROY signal inh 18, NCOA1 inh -1, TWEAK Fn14 block 7, KKLEB cytotox -1, TRAIL sens C8 2, NR2F2 inh 3, LRH-1 inv ag -1 and SRC2 inh -22.
CCOC(=O)CNC(=O)c1sc(NC(=O)c2ccccc2)nc1C was read as EBV LMP1 NFkB -29, CF NFkB inh -5, SRC3 inh 6, TROY signal inh -15, NCOA1 inh -4, TWEAK Fn14 block 8, KKLEB cytotox 2, TRAIL sens C8 -2, NR2F2 inh -8, LRH-1 inv ag -30 and SRC2 inh -67.
`Cc1c(NC(=O)COC(=O)c2cc(-c3ccc(-c4ccccc4)cc3)nc3ccccc23)c(=O)n(-c2ccccc2)n1C` gave EBV LMP1 NFkB 5, CF NFkB inh -37, SRC3 inh -219, TROY signal inh -26, NCOA1 inh -74, TWEAK Fn14 block 21, KKLEB cytotox -22, TRAIL sens C8 87*, NR2F2 inh -74, LRH-1 inv ag -253 and SRC2 inh -71.
O=C(NCCCN1CCCC1=O)Nc1ccccc1F was read as EBV LMP1 NFkB -4, CF NFkB inh -37, SRC3 inh -6, TROY signal inh -10, NCOA1 inh -22, TWEAK Fn14 block 0, KKLEB cytotox 28, TRAIL sens C8 -1, NR2F2 inh -11, LRH-1 inv ag -2 and SRC2 inh 15.

Molecules above containing an aryl thioether with sulfur outside any ring, in the order listed:
Cc1ccc(CSc2nnc(-c3ccco3)n2N)cc1 was read as EBV LMP1 NFkB -4, CF NFkB inh 11, SRC3 inh -6, TROY signal inh 23, NCOA1 inh -30, TWEAK Fn14 block -12, KKLEB cytotox -11, TRAIL sens C8 16, NR2F2 inh -6, LRH-1 inv ag 13 and SRC2 inh -14.
For CC(=O)Nc1nnc(SCC(=O)Nc2nc(C)cs2)s1 the results were EBV LMP1 NFkB 0, CF NFkB inh 3, SRC3 inh -4, TROY signal inh 10, NCOA1 inh 7, TWEAK Fn14 block 7, KKLEB cytotox 11, TRAIL sens C8 -28, NR2F2 inh -10, LRH-1 inv ag 6 and SRC2 inh -18.
For CC(C)(C)NC(=O)CSc1nnc(-c2ccco2)n1Cc1ccco1 the results were EBV LMP1 NFkB -2, CF NFkB inh 14, SRC3 inh 10, TROY signal inh -12, NCOA1 inh -26, TWEAK Fn14 block 11, KKLEB cytotox 11, TRAIL sens C8 4, NR2F2 inh 19, LRH-1 inv ag -7 and SRC2 inh -2.
`COc1cc(NC(=O)CSc2nnc(C)s2)cc(OC)c1` gave EBV LMP1 NFkB 6, CF NFkB inh 8, SRC3 inh -1, TROY signal inh -11, NCOA1 inh -1, TWEAK Fn14 block 15, KKLEB cytotox -23, TRAIL sens C8 -3, NR2F2 inh -11, LRH-1 inv ag 9 and SRC2 inh -11.
